# Source: PubChem BioAssay
# EBV gp42 block = blocks Epstein-Barr virus glycoprotein 42 binding; AID 1085; Fluorescence polarization binding assay, mP read-out; Q1HVG2; 220,000 tested, 0.42% active; inhibition, % (tested at 21.74 µM); in the data active means inhibition above about 50%
# Target sequence (Q1HVG2 whole entry, looked up): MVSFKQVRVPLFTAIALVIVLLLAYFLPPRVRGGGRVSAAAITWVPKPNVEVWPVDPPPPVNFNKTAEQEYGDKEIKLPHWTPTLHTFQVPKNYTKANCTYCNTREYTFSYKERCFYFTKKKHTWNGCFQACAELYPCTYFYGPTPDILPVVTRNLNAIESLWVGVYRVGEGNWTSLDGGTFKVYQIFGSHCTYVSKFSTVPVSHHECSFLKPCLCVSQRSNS
# 14-3-3 Bad PPI = disrupts binding of bovine 14-3-3 zeta to phospho-Bad peptide | P63103 | TR-FRET 14-3-3zeta/Dy647-pBad peptide displacement, 1 h | inhibition, % at 21.7 µM | 220,000 tested, 0.71% active | AID 781;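 active means inhibition above about 70%, limit read from the data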;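 further: 0% = full 14-3-3 plus peptide FRET controls and 100% = background without 14-3-3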
# Target sequence (P63103 whole entry, looked up): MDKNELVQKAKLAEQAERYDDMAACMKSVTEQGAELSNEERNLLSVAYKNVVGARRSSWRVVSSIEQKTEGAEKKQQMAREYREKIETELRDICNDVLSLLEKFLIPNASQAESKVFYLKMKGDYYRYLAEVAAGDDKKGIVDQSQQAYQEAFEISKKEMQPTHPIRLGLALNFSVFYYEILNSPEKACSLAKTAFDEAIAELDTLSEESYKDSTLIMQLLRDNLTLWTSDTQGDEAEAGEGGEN
# Rad51 HR inh = Rad51 (human) homologous recombination inhibition; Q06609; hRad51 DNA strand exchange, fluorescence dequenching; inhibition, % at 10 µM; 200,000 tested, 0.085% active; AID 1385;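 active means inhibition above 40% at the single screening dose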;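 further: 0% = DMSO control wells and 100% = blanks with heterologous ssDNA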
# Target sequence (Q06609 whole entry, looked up): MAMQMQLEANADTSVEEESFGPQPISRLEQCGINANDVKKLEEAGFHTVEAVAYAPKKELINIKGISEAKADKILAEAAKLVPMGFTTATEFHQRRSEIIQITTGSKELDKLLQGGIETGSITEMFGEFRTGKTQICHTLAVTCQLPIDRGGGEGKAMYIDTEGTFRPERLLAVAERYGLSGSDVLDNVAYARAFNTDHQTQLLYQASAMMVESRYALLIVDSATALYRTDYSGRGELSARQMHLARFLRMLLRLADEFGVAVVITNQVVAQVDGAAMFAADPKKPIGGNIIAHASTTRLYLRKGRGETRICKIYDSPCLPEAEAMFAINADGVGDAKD
#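 Read-out basis: percent inhibition relative to plate controls and blanks / Assay system: human Rad51 nucleoprotein filaments preassembled on unlabelled ssDNA / Timing: filaments 15 min 37 °C, then compound 30 min / Control set: per-plate controls and blanks / Technique: fluorescence dequenching at 485/520 nm / Compound: 10 µM final, single point / Also added: Fluorescein- and BHQ1-tagged 47-mer duplex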
# Furin inhibitor = inhibitors of human furin | P09958 | purified furin, fluorogenic substrate cleavage | inhibition, % at 30 µM | 220,000 tested, 0.061% active; in the data active means inhibition above about 25%; further: inactives centre near -15
# KCC2 mod = modulates chloride dependent transport by human KCC2 | KCC2 cells, thallium flux FluoZin-2 fluorescence | AID 1456 | Q9H2X9 | B-score of Tl+ flux slope (higher = more flux/activation; lower = inhibition) at 10 µM | 190,000 tested, 2.2% active;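 active means thallium flux slope and its plate-corrected score both differing from the plate sample mean at a set confidence after two filtering rounds, in either direction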;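 further: slope of fluorescence scaled to starting intensity during 10 to 20 s after thallium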
# p47phox inh = blocks human p47phox regulatory protein of NADPH oxidases; P14598; p47phox/p22phox peptide binding, fluorescence polarization, 2 h; inhibition, % at 24.7 µM; 220,000 tested, 0.53% active; AID 1274;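 further: 0% = p47phox with labelled peptide and 100% = labelled peptide alone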
# hK5 inh = inhibitors of human kallikrein 5. AID 873. inhibition, % at 5 µM. Q9Y337. 210,000 tested, 0.59% active. recombinant hK5, fluorogenic AMC substrate cleavage;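 active means inhibition of 40% or more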;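 further: 0% = enzyme controls without compound and 100% = no-enzyme blanks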
# Target sequence (Q9Y337 67-293 limits assumed): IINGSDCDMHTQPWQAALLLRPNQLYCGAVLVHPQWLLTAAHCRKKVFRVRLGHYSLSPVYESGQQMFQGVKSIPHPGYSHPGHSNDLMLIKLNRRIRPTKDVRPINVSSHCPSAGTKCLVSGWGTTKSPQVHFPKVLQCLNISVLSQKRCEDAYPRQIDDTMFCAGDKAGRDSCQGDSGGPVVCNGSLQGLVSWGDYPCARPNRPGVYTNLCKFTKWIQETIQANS
# eIF4E-4G inh = blocks eIF4E binding to eIF4G; P63073+Q04637; TR-FRET eIF4E-eIF4GI(517-606) binding, 2 h; inhibition, % at 21.7 µM; 220,000 tested, 0.37% active; AID 782;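 further: 0% = full FRET control wells and 100% = background wells lacking eIF4GI fragment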
# Thrombin inh = blocks human thrombin protease activity. alpha-thrombin, Boc-VPR-AMC fluorogenic substrate cleavage. inhibition, % at 5 µM. 220,000 tested, 0.26% active;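 active means inhibition at or above 40%; inactive means inhibition below 40%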;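 further: 0% = enzyme with no compound and 100% = wells without enzyme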
#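 Test system: human alpha-thrombin protein / Dosing: one concentration per compound, 5 µM, with 0.2% DMSO / Medium: pH 7.5 Tris-saline with Tween 20 / Benchmarks: no-compound enzyme wells and no-enzyme blanks / Read-out basis: percent inhibition of thrombin substrate cleavage / Timing: reaction at room temperature / Measured by: fluorescence, ex 355 nm, em 460 nm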
# Starred values were filed as active, the others as inactive; · = no result given; [ ] = another dose, or the depositor's remark.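 How the source made its calls, unless noted: active means inhibition above about 30% (limit read from the data); inactive means the rest.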
# Below each SMILES: EBV gp42 block, 14-3-3 Bad PPI, Rad51 HR inh, Furin inhibitor, KCC2 mod, p47phox inh, hK5 inh, eIF4E-4G inh, Thrombin inh
> COc1ccccc1N1CCN(C(=O)c2ccc(CN3CCOCC3)cc2)CC1
  1, -5, 6, -32, -0.075, 1, 3, 1, 0
> CC1(c2nnc(-c3ccc(F)cc3)o2)CC(c2cccc(Cl)c2)=NO1 (stereo unspecified)
  -17, -1, -4, 0, 0.44, -7, 6, -4, 3
> Cc1cc(-c2nc3ncccc3o2)ccc1NC(=S)NC(=O)c1ccco1
  -9, 32, 1, -19, 10*, 1, -19, 30, 0
> Cc1ccnc(NC(=O)C2CCN(S(=O)(=O)c3cccc4nonc34)CC2)c1
  -19, 8, -9, -3, -0.68, -15, -20, 11, 3
> CCOc1ccc(OCC)c(NC(=O)CN2CCN(C(=O)c3ccco3)CC2)c1
  -12, -16, -1, -23[20 µM], -0.78, -13, -20, 1, -9
> CCOC(=O)c1cc(-c2ccc(N3CCOCC3)cc2)nn1-c1ccccc1C(=O)O
  32, 24, 15, -8, -0.62, -19, -16, 38*, -7
> COc1cc(/C=N/n2cnc3scc(-c4cccs4)c3c2=O)cc(OC)c1OC
  5, -5[fluorescence artefact?], ·, -22, -0.3, -15, -28, 9, -3
> Cc1ccc(/C=N/N2CCN(Cc3ccc(C)cc3)CC2)cc1
  -12, 0, ·, -27, -0.012, 3, -2, 3, 1
> O=C(c1ccccc1)c1ccc(OCC(O)CN2CCCC2)cc1 (stereo unspecified)
  -16, -7, 2, -28, 0.89, -5, 0, 4, -3
> CCOC(=O)c1c(C)c(C(=O)Nc2cc(F)ccc2F)c(C)n1C
  -15, 1, -7, -20, 0.24, -6, -4, 1, -4
> C[N+](C)(CC#Cc1ccccc1)CC(=O)c1ccc(Cl)cc1
  -6, -1, 8, -18, -0.65, -2, -14, 6[fluorescence artefact?], -7
> CCOC(=O)c1c(C)[nH]c(N=Nc2ccc(C)cc2)c1C
  11, 8, -3, -16[20 µM], 0.0092, -13, -15, 0[fluorescence artefact?], -3
> COc1ccc(OC)c2[nH]c(=O)c(CCNC(=O)C(C)(C)C)cc12
  -12, 9, 1, -17, 0.36, 9, -2, -3, -6
> CNC(=S)NNC(=O)c1c(C)nc2cc(C)ccn12
  -11, -8, 4, -15, 0.5, -10, -1, 0, -4
> O=C(CCC(=O)N1CCc2ccccc2C1)N1CCN(S(=O)(=O)c2ccccc2)CC1
  -4, -3, -6, -17[20 µM], -1.4, -2, 10, 4, -2

# Limited to EBV gp42 block and hK5 inh (2 entries from above):
molecule	EBV gp42 block	hK5 inh
O=C(CCC(=O)N1CCc2ccccc2C1)N1CCN(S(=O)(=O)c2ccccc2)CC1	-4	10
CCOC(=O)c1c(C)c(C(=O)Nc2cc(F)ccc2F)c(C)n1C	-15	-4

# More entries:
# Below each SMILES: EBV gp42 block, 14-3-3 Bad PPI, Rad51 HR inh, Furin inhibitor, KCC2 mod, p47phox inh, hK5 inh, eIF4E-4G inh, Thrombin inh
> COc1cc(NC(=O)c2ccccc2)cc(OC)c1
  -1, 4, -1, 1, 0.0025, -2, -1, 3, 2
> COc1ccc(-n2cnnc2SCC(=O)NC2CCS(=O)(=O)C2)cc1 (stereo unspecified)
  -11, 3, -7, -12[20 µM], 0.34, -16, 1, 4[fluorescence artefact?], -4
> CCCC1CC(C)(/C(C)=N\NC(N)=S)OC1=O (stereo unspecified)
  -16, 2, 0, -8, -0.077, 3, -4, 3, -5
> Cc1ccc(S(=O)(=O)NCCCCCC(=O)Nc2ccccc2C)cc1
  -16, 4[fluorescence artefact?], ·, -21, -2.7, -4, -10, -5, -4
> Cc1cc(N)n2nc(C)c(-c3ccccc3)c2n1
  -3, -5[fluorescence artefact?], -1, -13[20 µM], -0.31, -8, 1, -1, -3
> Cc1cc(C)c(S(=O)(=O)Cc2ccccc2)c(=O)[nH]1
  -8, -1, ·, -29, 0.46, -5, ·, 2, -4
> COc1ccccc1NC1C=CS(=O)(=O)C1 (stereo unspecified)
  -18, 1, -7, -17, 1.1, -7, 2, -1, -21
> COc1cc(/C=N/NC(=S)NC2CC3CC2C2C=CCC32)ccc1O (stereo unspecified)
  3, -3, -6, 4, 0.31, -6, -2, 7, 3
> O=[N+]([O-])c1ccc(N=Nc2c(Cl)cc(O)cc2Cl)cc1
  0, 2, 28, -15, 7.5*, 1, 7, 0, 2
> CC(C)N(C(=O)Cn1cnc2c(cnn2-c2ccccc2Cl)c1=O)C(C)C
  -1, 0, -7, -13, 0.064, 5, 1, -1[fluorescence artefact?], -7
> Cc1ccccc1NC(=O)Cn1c(C)nc2ccc(NC(=O)C3CC3)cc2c1=O
  -2, -7, 0, -1, -0.49, -8, -40, 4, 0
> COCCN(C(=O)CSc1nc2ccccc2c(=O)n1CC(C)C)c1c(N)n(Cc2ccccc2)c(=O)[nH]c1=O
  -14, -1, 7, -35, 13*, -12, -21, 1, -1
> C=CCn1c(CCC(O)CCCCC)n[nH]c1=S (stereo unspecified)
  -22, -13[fluorescence artefact?], -8, -9, -0.00058, -10, -22, -1, -1
> Cc1cc(C)c(S(=O)(=O)N2CCCCC2)c(C)c1N(C)S(=O)(=O)c1ccc(Cl)cc1
  6, 9, -2, -16, 0.35, 2, -4, 0, -13
> Cc1c(C2(c3c(C)n(C)n(-c4ccccc4)c3=O)C(=O)Nc3ccc(F)cc32)c(=O)n(-c2ccccc2)n1C
  -17, -2, 7, -8[20 µM], 0.077, 2, -9, 6, 5

# Reformatted with bars between the fields: entries from further up.
Structure | EBV gp42 block | 14-3-3 Bad PPI | Rad51 HR inh | Furin inhibitor | KCC2 mod | p47phox inh | hK5 inh | eIF4E-4G inh | Thrombin inh
CCOc1ccc(OCC)c(NC(=O)CN2CCN(C(=O)c3ccco3)CC2)c1 | -12 | -16 | -1 | -23[20 µM] | -0.78 | -13 | -20 | 1 | -9
CCOC(=O)c1cc(-c2ccc(N3CCOCC3)cc2)nn1-c1ccccc1C(=O)O | 32 | 24 | 15 | -8 | -0.62 | -19 | -16 | 38* | -7
COc1cc(/C=N/n2cnc3scc(-c4cccs4)c3c2=O)cc(OC)c1OC | 5 | -5[fluorescence artefact?] | · | -22 | -0.3 | -15 | -28 | 9 | -3
Cc1ccc(/C=N/N2CCN(Cc3ccc(C)cc3)CC2)cc1 | -12 | 0 | · | -27 | -0.012 | 3 | -2 | 3 | 1
O=C(c1ccccc1)c1ccc(OCC(O)CN2CCCC2)cc1 (stereo unspecified) | -16 | -7 | 2 | -28 | 0.89 | -5 | 0 | 4 | -3
CCOC(=O)c1c(C)c(C(=O)Nc2cc(F)ccc2F)c(C)n1C | -15 | 1 | -7 | -20 | 0.24 | -6 | -4 | 1 | -4
C[N+](C)(CC#Cc1ccccc1)CC(=O)c1ccc(Cl)cc1 | -6 | -1 | 8 | -18 | -0.65 | -2 | -14 | 6[fluorescence artefact?] | -7
CCOC(=O)c1c(C)[nH]c(N=Nc2ccc(C)cc2)c1C | 11 | 8 | -3 | -16[20 µM] | 0.0092 | -13 | -15 | 0[fluorescence artefact?] | -3
COc1ccc(OC)c2[nH]c(=O)c(CCNC(=O)C(C)(C)C)cc12 | -12 | 9 | 1 | -17 | 0.36 | 9 | -2 | -3 | -6
CNC(=S)NNC(=O)c1c(C)nc2cc(C)ccn12 | -11 | -8 | 4 | -15 | 0.5 | -10 | -1 | 0 | -4
O=C(CCC(=O)N1CCc2ccccc2C1)N1CCN(S(=O)(=O)c2ccccc2)CC1 | -4 | -3 | -6 | -17[20 µM] | -1.4 | -2 | 10 | 4 | -2

# (further entries)
# Below each SMILES: EBV gp42 block, 14-3-3 Bad PPI, Rad51 HR inh, Furin inhibitor, KCC2 mod, p47phox inh, hK5 inh, eIF4E-4G inh, Thrombin inh
> CCCN(CC1CC1)C(=O)CCc1nnc(CCc2c[nH]c3ccccc23)o1
  -14, 1, 19, -4, ·, 2, ·, 3, -4
> N#CC1=CN(Cc2ccccc2)C=C(/C=N/Nc2ccccc2)C1
  -7, 1, -8, -20, -3.9, -12, -4, 7, -10
> CCC(=O)Nc1ccc(S(=O)(=O)N2CCN(c3ccc(F)cc3)CC2)cc1
  -17, -6, 4, -8[20 µM], ·, 0, 2, 0, 3
> CCOC(=O)N1C2=NC(C(=O)OC)=C(C(=O)OC)[C@@H]3Nc4ccccc4[C@]23C[C@H]1C(=O)OC
  -19, -8, -12, -16, -0.37, -5, -2, -3, -3
> COC(=O)NNC1=CC(=O)CC(C)(C)C1
  -4, -4, -1, -1, ·, -9, 19, 1, 0
> COc1ccccc1NC(=O)Nc1ccc(-n2ccc(C(F)(F)F)n2)cc1
  -3, -2, 27, -17, -0.71, -11, 1, 2, 2
> Cc1ccc(C)c(NC(=S)N/N=C2/CCCCc3ccccc32)c1
  -15, -2, 8, -21, 9.6*, -18, -78, 23, 0
> O=C(Nc1ccc2c(c1)OCO2)C1CCN(C(=O)c2ccc(Br)cc2)CC1
  -8, -9, 41*, -15, 0.55, -14, -1, 1, 6
> CSc1sc(C(=O)NNC(C)=O)c2c1C1(CCC2)SCCS1
  -12, -6, -9, -4, -0.19, -2, -1, 0, -5
> COc1ccc(OC)c(C2CC(=O)NC(SC)=C2C#N)c1 (stereo unspecified)
  -12, 7, 1, -21, 0.24, -11, -11, 2, -4
> COc1ccc(N(CC(=O)NCc2ccccc2C)S(=O)(=O)c2ccccc2[N+](=O)[O-])c(OC)c1
  1, -15, -1, 1, -2.9, -4, 1, 1, 6
> COC(=O)c1ccc(/C(O)=C(\C#N)c2nc3ccccc3s2)cc1
  0, 15, 7, -35, -6.8*, -19, -10, 4, 2
> CC(CCc1ccccc1)NC(=O)c1ccc(C(=O)NC(C)CCc2ccccc2)cc1 (stereo unspecified)
  -7, -1, ·, -10[20 µM], -0.31, 1, -15, -21[fluorescence artefact?], -6
> CCCCC(=O)Nc1ccc2c(c1)oc1ccccc12
  -18, 0, -2, -21[20 µM], ·, -2, -4, 5, -3
> Cc1c(Br)c([N+](=O)[O-])nn1C(C)C(=O)Nc1ccc2c(c1)OCO2 (stereo unspecified)
  0, 0, ·, -20[20 µM], ·, 0, 12, 2, 3
> CCOC(=O)c1c(C)n(C)c2ccc(OC(C)C(=O)OC)cc12 (stereo unspecified)
  -8, 6, -5, -27[20 µM], 0.53, 6, -4, 5, 0
> COc1ccc(-c2nnc(-c3cccs3)o2)cc1OC
  -7, 6, -2, -22[20 µM], -0.11, -11, -26, 0, -3
> CCS(=O)(=O)N1CCC(C(=O)NCc2cc(OC)ccc2OC)CC1
  -8, 2[fluorescence artefact?], 2, -25[20 µM], 0.58, -2, -10, -5[fluorescence artefact?], -5
> CCOC(=O)N1CCN(c2c(N3CCN(c4cccc(C(F)(F)F)c4)CC3)c(=O)c2=O)CC1
  -5, -1, 5, -14, 0.61, 5, 3, -33, 0
> Cc1ccc2c(COC(=O)c3c(C)noc3C)cc(=O)oc2c1
  -2, 1, -1, -6, ·, -3, -28, -5, -12
> Fc1cccc(Cl)c1CNCc1ccccc1Cl
  9, 20, 2, -10[20 µM], 0.73, 3, -7, -2, -3
> O=C(CCCn1cnc([N+](=O)[O-])n1)Nc1ccc(Cl)c(Cl)c1
  -7, 3, -2, -26[20 µM], ·, -23, -5, 8, 3
> Cc1cc(NC(=O)CSc2nc3cc(Cl)ccc3c(=O)n2CC(C)C)no1
  4, -3, -68, -12, 0.2, -1, -11, 0, -11
> CC(=O)C1=C(O)C(=O)N(c2cccnc2)C1c1ccc(Cl)cc1 (stereo unspecified)
  -5, 83*, -4, -25[20 µM], 1.5, -3, 4, 6, -22
> CCCNC(=O)NC(=O)COC(=O)CNS(=O)(=O)/C=C/c1ccccc1
  -7, -11, 8, -18, -0.23, -4, -13, -3, 0
